# AT treatment – qHTS Assay for Identifying a Potential Treatment of Ataxia-Telangiectasia. Potency, µM (titrated, usually from 57.5 µM), for the others: at the top dose activation, actives largely listed as activators. […] A-T fibroblasts, KAP-1 phosphorylation AlphaLISA; neocarzinostatin DNA damage 30 min before lysis. actives 0.19% (n = 320,000); note: potency is the fitted concentration of half-maximal effect; % of control where 0% means no effect; nearly all actives have a fitted effect of over 45% in size
#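 ATM-like activity read as KAP-1 phosphorylation via AlphaLISA donor/acceptor antibody pairs after lysis and 6 hr at 25C. Cells were ATM-null patient fibroblasts ([…], hTERT), dosed 60 min, then exposed to the DSB inducer NCS for 30 min.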
# Tb PFK block – qHTS Assay to Find Inhibitors of T. brucei phosphofructokinase; Potency, µM (doses to about 57.5 µM), for inactives: at the highest dose activity, negative = inhibition, actives largely listed as inhibitors; T. brucei PFK, ADP-Glo luminescence; actives 0.17% (n = 330,000);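 note: potency is the fitted concentration of half-maximal effect; 0% = uninhibited 1x PFK enzyme wells and -100% = no-enzyme wells; nearly all actives have a fitted effect of over 60% in size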
# Target sequence (O15648 whole entry, looked up): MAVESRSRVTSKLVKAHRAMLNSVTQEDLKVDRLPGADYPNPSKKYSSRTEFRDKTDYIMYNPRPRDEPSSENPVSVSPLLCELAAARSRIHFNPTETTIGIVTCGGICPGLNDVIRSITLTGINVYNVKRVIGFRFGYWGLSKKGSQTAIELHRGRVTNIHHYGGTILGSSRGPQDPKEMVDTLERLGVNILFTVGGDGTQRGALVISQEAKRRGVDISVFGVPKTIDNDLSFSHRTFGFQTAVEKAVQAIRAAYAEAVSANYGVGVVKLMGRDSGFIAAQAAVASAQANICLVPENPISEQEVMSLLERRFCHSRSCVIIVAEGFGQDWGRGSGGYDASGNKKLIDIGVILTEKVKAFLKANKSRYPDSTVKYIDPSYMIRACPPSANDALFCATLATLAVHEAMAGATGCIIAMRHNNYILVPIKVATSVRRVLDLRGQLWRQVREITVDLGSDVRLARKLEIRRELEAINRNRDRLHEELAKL
#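 In TEA buffer at pH 8.0 with 5 mM MgCl2, enzyme (1.25 nM) converted F6P (0.5 mM) and ATP (0.1 mM) for 45 min at room temperature. ADP product was read by luciferase luminescence.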
# Eya2 inh – qHTS Assay for Inhibitors of the Phosphatase Activity of Eya2 | AID 488837, 2010 | actives 0.006% (n = 330,000) | Potency, µM (titrated, usually from 76.9 µM), inactives show top-dose activity, negative = inhibition, actives largely listed as inhibitors | recombinant Eya2, OMFP fluorescence dephosphorylation (OMFP is methylfluorescein phosphate) | Protein phosphatase EYA2 (Homo sapiens), O00167; note: potency is the fitted concentration of half-maximal effect; % is set by controls: 0 for no effect and ±100 for the full control effect
#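 Eya2 protein (added as 0.2 uM solution) was preincubated with compound for 10 min at ambient temperature in 50 mM HEPES pH 7.5, 50 mM NaCl, 5 uM MgCl2, 0.05% BSA, 1 mM DTT. OMFP (added at 50 uM) then reacted 10 min; fluorescence read at 485/525 nm.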
# ASM inhibitor – Inhibitors of Secretory Acid Sphingomyelinase (S-ASM): qHTS; Sphingomyelin phosphodiesterase (Homo sapiens), P17405; placental ASM, HMU-PC fluorogenic substrate, 60 min; Potency, µM (highest dose often 57.5 µM), without a hit: top-dose activity change, negative = inhibition, most hits filed as inhibitors; actives 0.006% (n = 340,000); AID 504937, 2011; note: potency is the fitted concentration of half-maximal effect
#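 qHTS format. ASM enzyme prepared from human placenta hydrolyses the fluorogenic substrate HMU-PC0 (9 uM final) over 60 min at 37 °C after a 10 min compound preincubation.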
# ELG1 repair inh – qHTS screen for small molecules that inhibit ELG1-dependent DNA repair in human embryonic kidney (HEK293T) cells expressing luciferase-tagged ELG1; HEK293T ELG1-luciferase reporter, luminescence, 16 h; DNA damage induced by 5-fluorouridine; Potency, µM (series often up to 46.1 µM), inactives show at the highest dose activity change, negative = inhibition, usual class: inhibitors; actives 2.3% (n = 330,000); note: potency is the fitted concentration of half-maximal effect; % is set by controls: 0 for no effect and ±100 for the full control effect; nearly all actives have a fitted effect of over 55% in size
#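 5-Fluorouridine DNA damage + compound/DMSO, 2,000 cells/well, 16 h, 37 °C/5% CO2. ONE-Glo, 30 min RT, luminescence. Readout = decrease in reporter signal.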
# PTAP TSG101 blk – qHTS Assay for Iinhibitors of HIV-1 Budding by Blocking the Interaction of PTAP/TSG101; Tumor susceptibility gene 101 protein (Homo sapiens), Q99816; Fluorescence polarization, FITC-PTAP peptide / Tsg101 binding; Potency, µM (titrated, usually from 115 µM), without a hit: top-dose activity change, negative = inhibition, actives largely listed as inhibitors; 340,000 tested, under 10 active; AID 493005, 2010; active = well fitted inhibition curve with a large enough effect in the main read-out, with a control signal flat, not every such curve was filed as active; inconclusive = small, poorly fitted or top-dose-only effect, or effect the other way, or a change in a side signal; inactive = no such curve, though single readings can be large or run the other way; note: potency is the fitted concentration of half-maximal effect; % of control where 0% means no effect
# Target sequence (Q99816 whole entry, looked up): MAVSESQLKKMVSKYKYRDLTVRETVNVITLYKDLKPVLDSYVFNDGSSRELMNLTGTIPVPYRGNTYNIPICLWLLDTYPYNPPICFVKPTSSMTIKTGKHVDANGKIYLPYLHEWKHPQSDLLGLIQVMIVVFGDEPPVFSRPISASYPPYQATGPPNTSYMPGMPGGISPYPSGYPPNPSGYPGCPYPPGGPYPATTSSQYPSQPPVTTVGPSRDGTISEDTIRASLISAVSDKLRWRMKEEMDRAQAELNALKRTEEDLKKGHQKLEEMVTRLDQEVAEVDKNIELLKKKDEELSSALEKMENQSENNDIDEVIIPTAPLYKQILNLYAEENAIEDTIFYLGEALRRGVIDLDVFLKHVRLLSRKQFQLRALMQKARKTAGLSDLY
#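 Fluorescence anisotropy tracks displacement of a FITC-tagged PTAP peptide (50 nM) from the Tsg101 binding domain (10 uM), following a 20 min room-temperature incubation at pH 7.5.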
# BCR signal inh – qHTS Assay to Find Inhibitors of Chronic Active B-Cell Receptor Signaling. AID 493014, 2011. actives 0.05% (n = 340,000). Potency, µM (doses to about 46.1 µM), for the others: top-dose ratio change, negative = lower green/red ratio, actives largely listed as inhibitors. ABC-DLBCL IkBa-CBG/CBR reporter, luminescence ratio, 4 h; active = well fitted inhibition curve with a large enough effect in the signal ratio, with a control signal flat, not every such curve was filed as active; inconclusive = small, poorly fitted or top-dose-only effect, or effect the other way, or a change in a side signal; the % refers to the signal ratio;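 note: potency is the fitted concentration of half-maximal effect; plate controls were basal doxycycline-induced cells for no effect and cells given 10 µM MG132 for full effect; MG132 reads +100%, hits lower the ratio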
#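 Cell line TMD8 (human ABC DLBCL), stably expressing tet-inducible CBG68-IkBa fusion and CBR; IMDM/0.5% FBS; cpd up to 46 uM; dox induction, 4 h, 37C/5% CO2; dual luminescence; green/red ratio; MG132 control.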
# TCR act – Activators of T cell receptors: qHTS campaign | primary human leukocytes, anti-CD3, IL-2 HTRF, 48 h | Potency, µM (highest dose often 9.22 µM), inactives show at the top dose activation of IL-2 secretion, hits mostly activators | 330,000 tested, under 10 active; note: % of control where 0% means no effect
#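 TCR engagement came from a-CD3 beads alone, with compounds added to primary human leukocytes for 48 hr. Secreted IL-2 bridged europium cryptate- and d2-labelled anti-IL-2 antibodies, giving FRET emission at 665nm after 320nm excitation.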
# TSHR antag – Antagonists of the Thyroid Stimulating Hormone Receptor: HTS campaign; Thyrotropin receptor (Homo sapiens), P16473; activity change, negative = inhibition, % at 11.5 µM; actives 0.2% (n = 330,000); TSHR-expressing cells, TSH-stimulated cAMP HTRF, 2 h; hits give low values;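 active = activity change below a set negative limit, meaning inhibition stronger than a set level, cut at about -70% in these data; inconclusive = activity change between two set negative limits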; note: % is set by controls: 0 for no effect and ±100 for the full control effect
#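 TSHR-expressing cells were treated with compounds, then stimulated with TSH at EC80 (4nM final) for 2 hours at 37 deg C. Cellular cAMP was measured by HTRF competition between lysate cAMP and cAMP-d2 for a cryptate-labelled anti-cAMP antibody.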
# a7 integrin act – qHTS for Activators of Integrin-Mediated Alleviation for Muscular Dystrophy; alpha7betagal myoblasts, beta-gal FDG fluorescence, 48 h; Potency, µM (doses to about 38.3 µM), without a hit: at the top dose activation, actives largely listed as activators; actives 0.064% (n = 350,000); AID 624291, 2012;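 note: potency is the fitted concentration of half-maximal effect; 100% = response of the positive control SU9516; nearly all actives have a fitted effect of over 60% in size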
#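 Alpha7betagal+/- myoblasts (passage 13) were plated 16-24 hr, then exposed to compounds (1:260 dilution of DMSO stock) for 48 hours at 37C. After MPER lysis, β-galactosidase reporter activity was read as FDG fluorescence (ex 480/em 540) after 30 minutes.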
# Mito fusion act – qHTS Assay for Small Molecule Inhibitors of Mitochondrial Division or Activators of Mitochondrial Fusion; actives 0.23% (n = 320,000); AID 485298, 2010; S. cerevisiae fusion-defective mutant growth rescue, CellTiterGlo 48 h; Potency, µM (series often up to 46.1 µM), for the others: at the highest dose growth rescue (activation), hits mostly activators;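 note: potency is the fitted concentration of half-maximal effect; % of control where 0% means no effect; nearly all actives have a fitted effect of over 45% in size; temperature-sensitive fusion mutants such as fzo1-1 at 37 °C on non-fermentable ethanol glycerol medium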
#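 Growth-rescue viability read-out: after 48 h at the non-permissive 37C in glycerol/ethanol YPEG, yeast mitochondrial fusion mutants are measured by CellTiterGlo luminescence; compounds (23 nl pinned per well) restoring growth score as division inhibitors or fusion activators.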
# An asterisk follows results filed as active; ? = inconclusive; / = no result given; & = joins results of further samples; [ ] = remark or other dose. Unless noted, calls come from the whole dose curve; as a rule, active = well fitted curve in the direction sought with a large enough effect; inconclusive = small, poorly fitted or top-dose-only effect, or another doubt; inactive = no such curve, though single readings can be large; an effect the other way counts as inactive or inconclusive.
compound,Tb PFK block,AT treatment,ASM inhibitor,Mito fusion act,a7 integrin act,Eya2 inh,ELG1 repair inh,PTAP TSG101 blk,BCR signal inh,TCR act,TSHR antag
O=C(Nc1cccc2c1CCCC2)c1cccc(F)c1,-4%,1%,0%,3%,-20%,10%,13%,-1%,-2%,2%,5
O=C(CNc1cccc(Cl)c1)c1ccc(Br)cc1,-14%,-10%,-6%,7%,-12%,-11%,?,-5%,?,4%,6
CCOC(=O)N1CCN(S(=O)(=O)c2ccc3[nH]cc(C(=O)O)c(=O)c3c2)CC1,-6%,10%,61%[activator],-1%,-3%,-14%,1%,-2%,-8%,0%,1
CCCn1nnnc1SCC(=O)N1CCOCC1,-2%,14%,-5%,2%,4%,-2%,-8%,1%,?,1%,-2
Cc1ccc(CN2CCS(=O)(=O)CC2)cc1,2%,-6%,6%,3%,8%,11%,8%,-2%,8%,-5%,-15
Cc1c(C(=O)N2CCCC2)sc(NC(=O)c2cccc(Cl)c2)c1C#N,-8%,2%,-3%,20%,-20%,2%,?,-10%,5%,-3%,-20
COCCN1CCn2c(nc3cc(NC(=O)c4cccs4)ccc32)C1,2%,5%,7%,4%,0%,2%,?,-7%,?,0%,7
CCC(CO)Oc1cc(NCc2ccc(O)cc2)c2ncn(C(C)C)c2c1 (configuration not stated),6%,-5%,-3%,/,3%,9%,?,0%,?,-6%,-4
O=C(CSC(=S)N1CCSCC1)c1ccc(Cl)cc1,-1%,-9%,-1%,-7%,2%,-2%,?,-1%,-3%,5%,-6
CSc1nnc(-c2ccccc2N=Cc2c(C)[nH]n(-c3ccc4ccccc4c3)c2=O)c(=O)[nH]1,0%,-7%,-18%,-5%,8%,1%,?,-7%,?,-5%,-8
O=C(c1ccc2c(=O)n3c(nc2c1)CCCCC3)N1CCN(c2ccccc2)CC1,3%,-2%,-1%,-2%,21%,-8%,-22%,-7%,11%,-1%,1
CCOC(=O)c1cc(NC(=O)c2ccccc2)c(=O)oc1C(F)(F)F,2%,0%,1%,-1%,17%,-6%,?,-1%,-10%,1%,-6
Cn1c(=O)c2c(nc(NN=C3CCCC3)n2C)n(C)c1=O,-8%,-3%,3%,-4%,?,-13%,10%,-1%,?,-1%,-6
Cc1ccc(N2CCN(C(=O)c3ccccc3)CC2)c(C)c1,4%,-10%,2%,29%,9%,6%,-23%,-9%,1%,-1%,-12
CC(O)C(O)C(O)C(O)C1NCCS1 (configuration not stated),-2%,0%,2%,-1%,1%,6%,10%,-12%,-1%,0%,2
CC1C(=O)N2CCCc3cc(S(=O)(=O)N4CCN(c5cccc(Cl)c5)CC4)cc1c32 (configuration not stated),0%,5%,-1%,6%,16%,20%,-2%,-5%,1%,7%,7
Brc1ccc(OCc2nc3ccccc3[nH]2)cc1,-9%,3%,0%,3%,-6%,-8%,?,-4%,?,6%,2
O=C(/C=C\NCC(=O)c1ccccc1)c1ccc(F)cc1,-3%,-4%,-1%,1%,-11%,-8%,22%,-2%,?,9%,-8
COc1cc(C(=O)N2CCN(S(=O)(=O)c3ccc(F)cc3)CC2)cc(OC)c1OC,0%,-2%,3%,3%,4%,4%,-4%,0%,?,0%,3
O=C(Nc1ncccc1O)c1ccc(S(=O)(=O)Nc2ccccc2)cc1,-1%,2%,-6%,2%,0%,-15%,?,1%,-14%,0%,-7
Cc1cc(C)cc(C(=O)N(CCc2ccccc2)C2CC3CCC(C2)N3C)c1 (configuration not stated),0%,2%,-3%,-4%,-43%[inhibitor],7%,-18%,-1%,1%,-12%,14
Cc1ccc(NS(=O)(=O)c2ccc(C(=O)NCCCN3CCOCC3)cc2)cc1,0%,2%,4%,-5%,21%,4%,1%,-2%,0%,8%,4
CCN(CC)S(=O)(=O)c1ccc(N2CCOCC2)c(NC(=O)c2ccc(OC)c([N+](=O)[O-])c2)c1,-2%,-5%,-2%,0%,0%,17%,-10%,-1%,-3%,2%,-15
CCCCn1ccnc1C(=O)c1cccc(S(=O)(=O)N2CC(C)CC(C)C2)c1 (configuration not stated),3%,5%,-3%,4%,-26%,-16%,21µM*,-6%,?,-1%,-11
CC1(C)CC(NC(=O)C2CCCCC2)CC(C)(C)N1,1%,4%,3%,2%,4%,3%,13%,0%,?,0%,8
C/C(=N\NC(=O)c1nn(C)c(C)c1Br)c1cccc(NC(=O)c2ccc(F)cc2)c1,1%,-2%,-7%,0%,11%,9%,?,0%,2%,-1%[46.1 µM],-1
COc1cc(OC)c(OC)cc1CN(C)CC1CCCN(CCc2ccccc2F)C1 (configuration not stated),-1%,1%,6%,-3%,-10%,2%,-5%,2%,-2%,/,1
Cc1c(N=C2Nc3cccc4cccc2c34)c(=O)n(-c2ccccc2)n1C,-2%,17%,-15%&-22%,-1%,14%&25%,-11%[15.4 µM],?,?,-6%,6%&2%,5
COc1ccc(Cl)cc1S(=O)(=O)N1CCC(C(=O)NCC2CCCO2)CC1 (configuration not stated),0%,-1%,2%,0%,8%,6%,3%,/,2%,-10%,5
CC(C)CCNC(=O)c1onc(CSc2ccc(F)c(F)c2)c1C(=O)NCCC(C)C,4%,-10%,-6%,7%,-31%,-21%,-12%,?,?,5%,-8
O=C(Nc1ccc2c(c1)OCCO2)C1CC(O)CN1C(=O)Nc1ccccc1 (configuration not stated),-3%,8%,7%,4%,?,-22%,0%,1%,-4%,2%,-5
CN(C)S(=O)(=O)c1ccc2c(c1)C(=O)c1cc(S(=O)(=O)N(C)C)ccc1CC2,-3%,8%,0%,-8%,/,-10%,?,0%,0%,5%,-2
Cc1ccc(-c2nc3ccccc3c(=O)n2CCN2CCOCC2)cc1,-2%,-4%,2%,-2%,5%,-27%,7%,-1%,4%,9%,0
Fc1ccc(N2CCN(C(c3cccs3)c3nnnn3C3CCCC3)CC2)cc1 (configuration not stated),0%,3%,-5%,2%,-15%,11%,-8%,-3%,-1%,-7%,-29
COc1ccc(CSc2nnc(C)s2)cc1F,-6%,1%,-1%,2%,-9%,1%,?,-2%,-7%,-3%,-13
Cc1cc(C)c2[nH]c(=O)c(C(c3nnnn3Cc3ccc4c(c3)OCO4)N3CCC(C)CC3)cc2c1 (configuration not stated),-6%,-2%,0%,-6%,32%,12%,1%,-1%,-13%,-19%[46.1 µM],-6
O=C(CCCSc1nc2ccccc2[nH]1)Nc1ccccc1,3%,9%,-1%,3%,23%,16%,?,-2%,-7%,3%[46.1 µM],-10
COc1ccc(-n2nc(C(=O)NCC(=O)N3CCN(c4ccccn4)CC3)c3ccccc3c2=O)cc1Cl,-10%,-4%,-5%,-1%,1%,-4%,-10%,-5%,-2%,/,11
O=C(NC1=NCCS1)c1ccc(OCC2CCCO2)cc1 (configuration not stated),0%,5%,-1%,-1%,-16%,-10%,?,-2%,3%,2%,4

# Source: PubChem BioAssay (National Center for Advancing Translational Sciences (NCATS))
